Screening results as filed in PubChem.
FBW7 activator: human FBW7 E3 ligase activation, primary screen | Q969H0 | normalized activity (activation), % at 26.1 µM | 0.13% of 650,000 active | AlphaScreen FBW7–phospho-cyclin E peptide binding, activator screen; in the data active means normalized activity above about 1.9%;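 further: purified mutant Fbw7 with reduced substrate affinity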
Target sequence (Q969H0 whole entry, looked up): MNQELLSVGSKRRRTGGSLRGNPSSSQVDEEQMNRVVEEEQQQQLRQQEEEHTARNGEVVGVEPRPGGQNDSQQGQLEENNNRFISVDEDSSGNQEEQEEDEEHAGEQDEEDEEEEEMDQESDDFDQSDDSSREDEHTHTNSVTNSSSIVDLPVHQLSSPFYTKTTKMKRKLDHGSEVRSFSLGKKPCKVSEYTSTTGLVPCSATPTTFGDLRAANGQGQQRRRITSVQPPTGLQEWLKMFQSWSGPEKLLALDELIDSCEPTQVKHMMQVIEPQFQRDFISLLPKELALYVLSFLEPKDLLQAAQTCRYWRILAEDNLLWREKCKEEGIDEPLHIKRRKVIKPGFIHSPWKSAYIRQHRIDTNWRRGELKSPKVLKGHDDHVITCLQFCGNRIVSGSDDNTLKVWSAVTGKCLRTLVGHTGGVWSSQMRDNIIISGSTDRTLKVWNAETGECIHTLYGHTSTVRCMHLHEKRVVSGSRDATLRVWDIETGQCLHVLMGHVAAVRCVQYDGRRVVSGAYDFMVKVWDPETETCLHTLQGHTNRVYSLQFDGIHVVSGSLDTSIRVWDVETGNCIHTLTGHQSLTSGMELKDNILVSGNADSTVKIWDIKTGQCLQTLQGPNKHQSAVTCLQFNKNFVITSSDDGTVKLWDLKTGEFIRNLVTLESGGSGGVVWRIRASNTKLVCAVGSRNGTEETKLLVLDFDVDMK
TEAD-YAP inh: TEAD-YAP interaction inhibition. HEK-TIYL cells, TEAD-Gal4/YAP UAS-luciferase luminescence. inhibition, % at 9.12 µM. 1.4% of 640,000 active. AID 1259422; in the data active means inhibition above about 32%;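 further: 0% = median of test compound wells and 100% = reference inhibitor wells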
MITF primary: inhibitors of human MITF; inhibition, % at 2.6 µM; O75030; 0.91% of 650,000 active; AlphaScreen MITF homodimerization, bead proximity signal; AID 1259374; in the data active means inhibition above about 50%;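 further: 0% = vehicle wells with protein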
GPR151 activ: human GPR151 activation; PathHunter beta-arrestin GPR151 cells, luminescence; activation, % at 11.2 µM; 1% of 650,000 active; AID 1508602; in the data active means activation above about 4.9%;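 further: 0% = median of compound wells and 100% = cells with positive control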
Target sequence (Q8TDV0 whole entry, looked up): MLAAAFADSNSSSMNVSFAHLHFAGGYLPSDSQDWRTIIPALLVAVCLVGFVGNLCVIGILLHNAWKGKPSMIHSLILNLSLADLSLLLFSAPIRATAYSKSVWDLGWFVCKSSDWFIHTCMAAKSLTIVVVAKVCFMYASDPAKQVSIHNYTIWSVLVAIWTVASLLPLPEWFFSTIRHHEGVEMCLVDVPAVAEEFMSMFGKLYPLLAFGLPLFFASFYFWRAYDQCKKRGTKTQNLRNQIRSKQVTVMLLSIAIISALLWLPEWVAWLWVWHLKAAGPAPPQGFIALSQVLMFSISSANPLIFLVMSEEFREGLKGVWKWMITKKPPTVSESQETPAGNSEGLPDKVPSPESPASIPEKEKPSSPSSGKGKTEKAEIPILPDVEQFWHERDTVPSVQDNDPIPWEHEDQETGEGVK
The depositor's hits bear a star.

SMILES	FBW7 activator	TEAD-YAP inh	MITF primary	GPR151 activ
CCOC(=O)C1=C(C)N=c2s/c(=C\c3ccc(Br)cc3)c(=O)n2C1c1ccc(OCC)c(OCC)c1 (configuration not stated)	0.4	-43	-10	1.1
CC(=O)Nc1nc(-c2ccc(C)cc2)c(C)s1	0.8	-29	7	-0.5
CCOC(=O)c1c(C)oc2c1c1c(c3ccccc32)OCN(Cc2cccnc2)C1	-0.1	-59	5	0.6
COC(=O)C1=NN(C(=O)c2ccc(Br)cc2)C2C(=O)N(c3ccc(C)cc3)C(=O)C12 (configuration not stated)	0.2	2	4	-0.9
O=C(NCCN1CCOCC1)c1cccc(-n2c(=S)[nH]c3cc(Cl)ccc3c2=O)c1	-0.1	9	5	2.2
c1cc(C2CCCN(Cc3ccoc3)C2)nc(SCCN2CCCC2)n1 (configuration not stated)	0.0	-1	-3	0.0
O=c1cc(O)c2c(n1-c1ccccc1)CCCC2	0.2	-5	14	-1.2
CCN(CC)CCn1c(C)nc2ccccc21	0.3	9	10	1.7
Cc1ccc(Cl)c(OCC(=O)N2CCCC2)c1	0.1	3	15	2.0
CCOc1ccccc1N/C(SCc1ccccc1Cl)=C(/C#N)C(=O)NCCc1ccc(OC)c(OC)c1	-0.3	6	9	1.9
O=C(Nc1cc2cccc([N+](=O)[O-])c2oc1=O)c1cccc(I)c1	0.2	-8	-3	-0.7
O=[N+]([O-])c1ccc(NC(=S)N2CCN(c3ncccn3)CC2)cc1	-0.2	2	-3	1.9
CCOC(=O)C1(Cc2cccc(F)c2)CCN(C(=O)CSC)CC1	0.1	-2	13	-2.4
Cc1nc(C)n(-c2ccc(Nc3nccc(-c4cccc(N5CCOCC5)c4)n3)cc2)n1	-0.1	16	8	-1.1
COc1ccc(-c2cc(C(=O)N3CCCCC3C)no2)cc1 (configuration not stated)	-0.1	-59	1	1.8
CC(Oc1ccc(Cl)cc1Cl)C(=O)NCCCn1ccnc1 (configuration not stated)	-0.1	-21	2	-0.1
CCOC(=O)c1c(NC(=O)CSc2nnc(CNC(=O)COc3ccc(Cl)cc3)n2-c2cc(C)ccc2C)sc2c1CCC2	0.2	6	9	0.6
COc1ccc(CNC(=O)c2cc3c(=O)n4ccccc4nc3s2)cc1	-0.1	-4	-6	0.3
CCCC1=C(C(=O)OCC)C(c2cc(Cl)c(OCC(N)=O)c(OCC)c2)NC(=O)N1 (configuration not stated)	0.0	-6	-5	0.9
O=C(CCNS(=O)(=O)c1ccc(Br)cc1)NCCc1ccc(Cl)cc1	0.1	5	-13	-1.1
CCOC(=O)N1CCN(S(=O)(=O)c2ccc(C(=O)Nc3nc4ccc(S(C)(=O)=O)cc4s3)cc2)CC1	0.0	-2	-6	-0.8
COC(=O)CCC(C)N1CCC(n2nccc2NC(=O)C(C)(C)C)CC1 (configuration not stated)	-0.1	5	-4	0.0
Cc1ccc(N2C(=O)C3C(C2=O)N2CCCN2C3c2ccccc2)c(C)c1 (configuration not stated)	0.0	2	6	1.0
CSc1ccc(S(=O)(=O)Nc2ccc(C)cc2C)cc1	0.0	17	-6	-0.8
Cn1cc(CN2CCN3C(=O)[C@@H]4CCCN4C(=O)[C@H]3C2)c(-c2ccccc2)n1	0.9	-7	5	-0.6

The list continues.
SMILES	FBW7 activator	TEAD-YAP inh	MITF primary	GPR151 activ
Cc1sc2ncn(CC(=O)N(C)Cc3ccccc3)c(=O)c2c1S(=O)(=O)N1CCCCC1	0.1	-4	9	-1.1
COc1ccc(-c2cc(C(=O)Nc3cc(C)on3)no2)cc1OC	-0.1	0	3	-0.8
COc1ccc(C2C(C(C)=O)=C(O)C(=O)N2c2nc3ccccc3s2)cc1 (configuration not stated)	0.0	-52	-9	0.0
Cn1c(-c2cccc([N+](=O)[O-])c2)n[nH]c1=S	0.1	3	1	0.5
O=C(CCSC1CC(=O)N(c2ccccc2)C1=O)Nc1ccc(Br)cc1 (configuration not stated)	0.3	-6	20	-0.8
Cc1ccsc1CN1CC(=O)N(c2ccc(Oc3ccccc3)cc2)C1=S	0.0	5	13	2.6
CC(c1nccs1)N(C)Cc1c(C(=O)N2CCCCCCC2)nc2sccn12 (configuration not stated)	0.1	-6	1	1.2
O=[N+]([O-])c1cccc(-c2csc(-c3ccc(O)cc3)n2)c1	-0.2	-31	2	-0.4
O=C(COc1ccc(S(=O)(=O)N2CCCC2)cc1)NC1CCCC1	0.3	-3	-6	-0.9
CCOc1ccc(-n2c(O)c(/C=N/Nc3nnc(C)c(=O)[nH]3)c3ccccc3c2=O)cc1	-0.3	-2	27	-1.3
CCOC(=O)c1ccccc1NC(=O)C(Cc1ccccc1)N1Cc2ccccc2C1=O (configuration not stated)	0.1	0	9	-0.8
CCCCn1c(NCCN(C)C)nc2c1c(=O)[nH]c(=O)n2C	-0.1	8	3	-0.8
Nc1nc(N)nc(-c2ccc(Oc3ccccc3)cc2)n1	-0.1	-20	-4	-0.5
Cn1cccc1CC(=O)N/N=C\c1ccc(F)cc1	-0.2	-1	2	1.2
CCOc1cc(C(=O)Nc2nc3ccccc3[nH]2)cc(OCC)c1OCC	-0.1	10	-17	0.2
COCCn1c(=NC(=O)C2CC2)sc2cc([N+](=O)[O-])ccc21	0.2	-2	11	0.7
O=C(NC1CCCCCC1)C1c2ccccc2Oc2ccccc21	0.1	0	0	0.0
C=CCSc1nc(CC)c(C)cc1C#N	0.2	-6	-4	-0.7
Cc1[nH]c2ccccc2c1CCNC(=O)/C(=C/c1ccc(Br)cc1)NC(=O)c1ccco1	-0.1	-2	6	1.5
COC(=O)C1=C(C)NC(C)=C(C(=O)OC)C1	-0.1	0	-2	1.7
C/C=C/Cn1c(=O)c2c(nc3n2CCCN3c2cc(C)ccc2OC)n(C)c1=O	-0.1	2	-14	-1.1
CC(=O)NC1=NN(C(C)=O)C(C)(c2ccc(OC(C)=O)cc2)S1 (configuration not stated)	0.3	66*	9	0.9
COc1ccccc1C(=O)Nc1ccc(F)cc1F	0.2	-20	-1	-0.4
O=C(NCCO)c1ccnc(N2CCN(c3ccccn3)CC2)c1	0.1	-8	9	0.8
COc1ccccc1OCC(=O)NNC(=O)c1ccc(N2CCCCC2)c([N+](=O)[O-])c1	0.0	3	1	-0.6

Complete entries, quoted from the list.
Results for COCCn1c(=NC(=O)C2CC2)sc2cc([N+](=O)[O-])ccc21 → FBW7 activator = 0.2; TEAD-YAP inh = -2; MITF primary = 11; GPR151 activ = 0.7
Results for Cn1c(-c2cccc([N+](=O)[O-])c2)n[nH]c1=S → FBW7 activator = 0.1; TEAD-YAP inh = 3; MITF primary = 1; GPR151 activ = 0.5

A few values from the entries so far.
Reading of Cc1ccsc1CN1CC(=O)N(c2ccc(Oc3ccccc3)cc2)C1=S in FBW7 activator: 0.0
Reading of CCOC(=O)c1ccccc1NC(=O)C(Cc1ccccc1)N1Cc2ccccc2C1=O (configuration not stated) in FBW7 activator: 0.1
Reading of COc1ccccc1C(=O)Nc1ccc(F)cc1F in FBW7 activator: 0.2
Reading of COc1ccc(C2C(C(C)=O)=C(O)C(=O)N2c2nc3ccccc3s2)cc1 (configuration not stated) in TEAD-YAP inh: -52
Reading of O=C(NCCO)c1ccnc(N2CCN(c3ccccn3)CC2)c1 in FBW7 activator: 0.1
Reading of COC(=O)C1=C(C)NC(C)=C(C(=O)OC)C1 in FBW7 activator: -0.1
Reading of O=C(NC1CCCCCC1)C1c2ccccc2Oc2ccccc21 in MITF primary: 0

Next section
SMILES	FBW7 activator	TEAD-YAP inh	MITF primary	GPR151 activ
CC1CCN(Cn2nc(-c3ccco3)n(C)c2=S)CC1	0.2	9	11	-0.3
Fc1ccc(-c2cn[nH]c2C2CCCN(Cc3cccnc3)C2)cc1 (configuration not stated)	0.0	-4	9	0.0
CCOc1ccc(NC(=O)c2ccc(N3CC4CC(C3)c3cccc(=O)n3C4)c(NC(=O)CCN3CCOCC3)c2)cc1 (configuration not stated)	0.1	-3	2	-1.7
CCCCC1CCC(c2noc(-c3ccc([N+](=O)[O-])cc3)n2)CC1 (configuration not stated)	-0.1	13	6	-0.4
COc1ccc(CN2CCN(Cc3ccncc3)CC2)cc1	-0.3	11	57*	-1.3
CC(=O)Nc1ccc(NC(=O)/C=C/c2cccc([N+](=O)[O-])c2)cc1	0.4	-5	13	-0.1
COc1ccc(-c2onc3ccc(C4OCCO4)cc23)cc1	0.0	18	-7	-1.2
CCCCCCOC1C(C2COC(C)(C)O2)OC2OC(C)(C)OC21 (configuration not stated)	0.9	12	22	-1.3
Nc1ncnc(NCCc2ccc(S(N)(=O)=O)cc2)c1[N+](=O)[O-]	0.3	0	6	2.6
COC(=O)C1=CN(C2CCCC2)C=C(C(=O)OC)C1c1cccc([N+](=O)[O-])c1	-0.1	6	6	-0.5
CCCCCn1c(=O)c2ccccc2n2c(CCl)nnc12	-0.1	15	-7	0.5
C=CCn1c(O)c(C=Nc2c(CC)cccc2CC)c(=O)[nH]c1=S	-0.1	8	1	1.7
NC(=O)c1cc2cc(Cl)ccc2o/c1=N/NC(=O)c1cccs1	0.1	-7	12	1.5
CC(C)OC(=O)C1C(=O)CC(C)(O)C(C(=O)OC(C)C)C1c1cccc(O)c1 (configuration not stated)	0.0	8	-4	0.1
Cc1sc2nc(C3CC3)nc(SCC(=O)NC(C)(C)C)c2c1C	-0.1	-1	0	-1.0
COc1ccc(NC(=O)C2=C(C)NC(=S)NC2c2ccc(Br)cc2)c(OC)c1 (configuration not stated)	0.5	-5	26	3.7
CC(C)CCNC(=O)CCn1c(=S)oc2ccccc21	0.1	-3	15	-2.3
NC(=O)CSc1nc(-c2ccc(Cl)cc2)cs1	0.5	-45	-3	-1.2
COc1ccc(-c2[nH]nc3nc(-c4cccc(C(=O)N(C)C)c4)ccc23)cc1OC	0.1	12	-2	0.1
Cc1ccc(OCC(=O)Nc2ccc(Cl)cc2C(F)(F)F)c([N+](=O)[O-])n1	0.3	5	6	-0.8
COc1ccc(OC)c(S(=O)(=O)NCCc2csc(-c3ccccc3)n2)c1	-0.2	-5	-2	0.1
COc1ccc(/C=C/CN2CCc3nnc(C(C)NC(=O)c4ccoc4C)n3CC2)cc1 (configuration not stated)	0.0	0	4	0.7
O=C(NNC(=S)Nc1ccc(F)c(Cl)c1)c1ccccc1[N+](=O)[O-]	1.0	-16	13	1.0
Cc1cc(Cl)ccc1N(CC(=O)Nc1cccnc1)S(=O)(=O)c1ccccc1	0.0	3	-3	-0.7
Cc1nn(CCCC#N)c(=O)c2cc3sccc3n12	0.0	-10	0	1.1

Other entries
SMILES	FBW7 activator	TEAD-YAP inh	MITF primary	GPR151 activ
CCN(CC)C(=O)C1CCCN(Cc2ccc(C)cc2C)C1 (configuration not stated)	0.0	-1	20	-1.4
CCSc1nc2sccn2c(=O)c1C(=O)NCc1ccccc1C(F)(F)F	-0.4	6	-6	-1.4
COc1ccc(-c2csc3nc[nH]c(=O)c23)cc1	-0.1	-5	-2	3.2
COc1ccc([C@@H]2C[C@H](C(=O)Nc3cccnc3Cl)N(C)S(=O)(=O)N2)cc1OC	0.1	0	3	-0.2
Cc1nc2c(c(=O)[nH]1)CCN(Cc1coc3ccccc3c1=O)C2	0.1	2	-5	1.5
COc1ccc(NC(=O)c2sc3nc4c(cc3c2N)CCCCC4)cc1	1.0	7	7	1.6
CC(NC(=O)C1CC(=O)N(c2ccc(Cl)cc2)C1)c1ccccc1 (configuration not stated)	-0.1	9	-1	1.8
OC1N(CN2CCN(c3ccccc3F)CC2)c2ccccc2C12OCCCO2 (configuration not stated)	0.5	9	18	-0.3
COC(=O)c1ccccc1S(=O)(=O)N1c2ccccc2CC1C (configuration not stated)	1.0	11	8	-0.9
Cc1ccc(C(=O)N/C(=C\c2ccc(F)cc2)C(=O)Nc2c(C)n(C)n(-c3ccccc3)c2=O)cc1	0.0	1	10	-1.9
O=C(Nc1cccc(N2CCC(NCC3(N4CCOCC4)CCCC3)CC2)c1)C1CC1	0.1	5	2	2.3
Cc1ccc(C(=O)Nc2ccccc2N2CCN(S(C)(=O)=O)CC2)c(Cl)c1	0.2	5	-13	-0.1
O=[N+]([O-])c1ccccc1S(=O)(=O)N1CCCc2ccccc21	0.1	2	3	-0.5
Cc1cccc(-n2nnnc2SC2CCCCC2=O)c1 (configuration not stated)	0.0	10	9	-0.4
O=C1CC(c2c(Cl)cccc2Cl)c2ccc3ccccc3c2N1 (configuration not stated)	0.0	8	-4	-1.1
Cc1ccc(-c2nc(SCc3ccccc3)nn2-c2nc3ccccc3s2)cc1	0.0	0	3	0.5
Cn1c(=O)c(SC(=N)N)c(N)n(Cc2ccccc2)c1=O	0.1	8	9	1.5
CCN1CCN(C(=O)/C(=C/c2ccco2)NC(=O)c2ccccc2)CC1	0.0	-4	-10	-0.6
CCOC(=O)C1=C(C)N=c2s/c(=C\c3ccccc3OC)c(=O)n2C1c1ccc(OC)c(OC)c1 (configuration not stated)	-0.1	-4	-9	2.1
Cc1ccsc1C(=O)NCc1ccc(Cl)cc1	0.1	4	9	-0.8
O=C(c1ccccc1Br)N1CCN(C2=NS(=O)(=O)c3ccccc32)CC1	0.1	-2	7	1.1
CC(=O)c1ccc(NC(=O)C(C)Sc2nc3ccccc3s2)cc1 (configuration not stated)	-0.1	-13	12	0.2
C/C(CC(=O)Nc1ccc(Br)cc1)=N\NC(=O)c1ccc(Cl)cc1	0.0	-7	3	-0.1

3 entries from above, sorted by number of heavy atoms, descending:
SMILES	FBW7 activator	TEAD-YAP inh	MITF primary	GPR151 activ
Cc1[nH]c2ccccc2c1CCNC(=O)/C(=C/c1ccc(Br)cc1)NC(=O)c1ccco1	-0.1	-2	6	1.5
C/C(CC(=O)Nc1ccc(Br)cc1)=N\NC(=O)c1ccc(Cl)cc1	0.0	-7	3	-0.1
Cn1c(=O)c(SC(=N)N)c(N)n(Cc2ccccc2)c1=O	0.1	8	9	1.5
